TRb SRC2 PPI – qHTS for Inhibitors of the Interaction of Thyroid Hormone Receptor and Steroid Receptor Coregulator 2; 280,000 compounds, 0.065% hits; Potency, µM (highest dose often 106 µM), inactives show top-dose activity change, negative = inhibition, actives largely listed as inhibitors; TRbeta-SRC2 peptide binding, fluorescence polarization; receptor liganded with 1 µM T3; Thyroid hormone receptor beta (Homo sapiens), P10828;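 further: plate controls were bound peptide for no effect and peptide without receptor for full effect; nearly all actives have a fitted effect of over 50% in size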
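A fluorescence polarization screen tested compounds at multiple concentrations against complex formation between 0.6 uM TRb ligand-binding domain and 20 nM Texas Red SRC2 peptide, with 1 uM T3 present; readout after 5 hr.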
TR SRC2 fluor cs – Total Fluorescence Counterscreen for Inhibitors of the Interaction of Thyroid Hormone Receptor and Steroid Receptor Coregulator 2 | TRb/SRC2 Texas Red total fluorescence interference | Potency, µM (highest dose often 106 µM), for inactives: top-dose fluorescence change, negative = quenching | 280,000 compounds, 0.29% hits | AID 1479, 2009; active means well fitted curve in either direction with a large enough effect; inconclusive means small, poorly fitted or top-dose-only effect
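Human TRb ligand-binding domain at 0.6 uM with 20 nM Texas Red SRC2 peptide in Tris buffer containing 1 uM T3 and 5% DMSO, incubated with compound 5 h at ambient temperature. Total fluorescence (555/632 nm) calculated as parallel + 2 × perpendicular.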
GAA spleen mod – qHTS Assay for Inhibitors and Activators of Human alpha-Glucosidase From Spleen Homogenate. Lysosomal alpha-glucosidase (Homo sapiens), P10253. human spleen homogenate, 4-MU-alpha-glucoside fluorescence. Potency, µM (series often up to 79.9 µM), without a hit: top-dose activity change, negative = inhibition, most hits filed as inhibitors. 240,000 compounds, 0.006% hits. AID 2112, 2009;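 further: 0% = enzyme with vehicle and -100% = no enzyme basal signal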
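Human spleen homogenate (1 ug) with 4-methylumbelliferyl-alpha-D-glucopyranoside (1 mM final) in 50 mM citrate/phosphate pH 5.0, 0.01% Tween-20; 40 min at 37 C. Stopped at pH 10; 4-MU fluorescence Ex 365/Em 440 nm; AC50 by Hill fit.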
RECQ1 helicase – qHTS Assay for Inhibitors of RecQ-Like Dna Helicase 1 (RECQ1); ATP-dependent DNA helicase Q1 (Homo sapiens), P46063; AID 2549, 2010; 240,000 compounds, 0.54% hits; Potency, µM (top dose mostly 57.3 µM), for inactives: at the highest dose activity, negative = inhibition, most hits filed as inhibitors; RECQ1 DNA unwinding, red fluorescence kinetic read;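 further: plate controls were vehicle for no effect and no enzyme for full effect; nearly all actives have a fitted effect of over 30% in size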
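50 nM RECQ1T1 preincubated 15 min with compound in Tris pH 8.0 buffer with MgCl2, DTT, Tween-20 and 2.5 ug/ml poly(dI-dC); started with 200 nM TAMRA/BHQ-2 forked duplex and 2 mM ATP. Unwinding read as fluorescence (525/598 nm), two reads 2 h apart.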
RGS12 GoLoco inh – qHTS Assay for Inhibitors of RGS12 GoLoco Motif Activity (Red Fluorophore); Gai1:RGS12 GoLoco peptide FP, rhodamine, 10 min; Potency, µM (highest dose often 61.6 µM), for inactives: at the highest dose activity, negative = inhibition, most hits filed as inhibitors; 230,000 compounds, 0.44% hits; AID 880, 2007; Guanine nucleotide-binding protein G(i) subunit alpha-1 (Homo sapiens), P63096; active means well fitted inhibition curve with a large enough effect, not every such curve was filed as active; inactive means no such curve, though single readings can be large or run the other way; further: nearly all actives have a fitted effect of over 30% in size; many of its hits are not listed in these tables
GAA glycogen – qHTS Assay for Inhibitors and Activators of Human alpha-Glucosidase Cleavage of Glycogen | 300,000 compounds, 0.38% hits | AID 2100, 2009 | Lysosomal alpha-glucosidase (Homo sapiens), P10253 | Potency, µM (titrated, usually from 76.4 µM), for inactives: at the highest dose activity change, negative = inhibition, actives largely listed as inhibitors | recombinant GAA, glycogen substrate, Amplex Red glucose oxidase fluorescence;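 further: 0% = full enzyme reaction and -100% = no-enzyme basal signal; the screen sought inhibitors and activators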
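Recombinant human alpha-glucosidase (4 nM final) hydrolysed bovine liver glycogen (30 ug) for 40 min at 37 C in pH 5.0 citrate/phosphate with 0.01% Tween-20. Released glucose detected by glucose oxidase/Amplex Red, Ex 573/Em 610 nm. Compounds up to 77 uM; AC50 from Hill fits.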
GAA inhib – qHTS Assay for Inhibitors of Human alpha-Glucosidase as a Potential Chaperone Treatment of Pompe Disease. Lysosomal alpha-glucosidase (Homo sapiens), P10253. purified human GAA, 4-MU-alpha-glucoside fluorescence. Potency, µM (highest dose often 76.9 µM), without a hit: top-dose activity change, negative = inhibition, actives largely listed as inhibitors. 200,000 compounds, 0.005% hits. AID 1466, 2008;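 further: plate controls were uninhibited enzyme wells for no effect and no-enzyme background for full effect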
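Fluorogenic assay: 4 nM human alpha-glucosidase with 400 uM 4-methylumbelliferyl-alpha-D-pyranoside in 50 mM citrate/phosphate, 0.005% Tween-20, pH 5.0, 20 min at room temperature. Compounds tested up to 77 uM; AC50 from Hill fits.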
L3MBTL1 block – qHTS Assay for the Inhibitors of L3MBTL1. Lethal(3)malignant brain tumor-like protein 1 (Homo sapiens), Q9Y468. AlphaScreen L3MBTL1–H3K9me1 peptide binding. Potency, µM (doses to about 57.1 µM), for the others: at the highest dose activity, negative = inhibition, hits mostly inhibitors. 230,000 compounds, 0.66% hits; further: nearly all actives have a fitted effect of over 60% in size
Target sequence (Q9Y468 whole entry, looked up): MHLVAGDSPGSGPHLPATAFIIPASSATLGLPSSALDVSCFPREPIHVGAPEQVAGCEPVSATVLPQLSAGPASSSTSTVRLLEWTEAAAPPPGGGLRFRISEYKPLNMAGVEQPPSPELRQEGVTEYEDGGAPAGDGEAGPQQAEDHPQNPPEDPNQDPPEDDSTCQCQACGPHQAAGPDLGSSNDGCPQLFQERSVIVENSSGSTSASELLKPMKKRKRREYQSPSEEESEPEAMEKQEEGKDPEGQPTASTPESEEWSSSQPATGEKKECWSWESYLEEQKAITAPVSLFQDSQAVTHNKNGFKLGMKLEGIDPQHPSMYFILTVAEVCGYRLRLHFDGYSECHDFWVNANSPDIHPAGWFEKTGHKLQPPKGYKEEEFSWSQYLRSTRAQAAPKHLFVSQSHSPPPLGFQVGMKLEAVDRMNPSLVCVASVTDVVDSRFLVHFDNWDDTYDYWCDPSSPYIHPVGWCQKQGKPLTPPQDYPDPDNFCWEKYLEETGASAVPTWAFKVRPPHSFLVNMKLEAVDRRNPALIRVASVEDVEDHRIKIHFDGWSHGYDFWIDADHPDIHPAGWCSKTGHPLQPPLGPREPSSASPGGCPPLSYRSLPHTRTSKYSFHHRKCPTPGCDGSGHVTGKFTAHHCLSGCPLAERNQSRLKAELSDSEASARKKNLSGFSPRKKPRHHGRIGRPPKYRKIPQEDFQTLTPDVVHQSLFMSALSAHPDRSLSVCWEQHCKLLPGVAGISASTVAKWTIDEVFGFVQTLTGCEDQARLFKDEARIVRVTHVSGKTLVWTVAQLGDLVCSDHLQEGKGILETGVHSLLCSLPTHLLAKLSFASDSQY
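L3MBTL1 (50 nM) pre-complexed 30 min with biotinylated H3(1-15)K9me1 peptide (75 nM), then compounds added for 30 min at room temperature; AlphaScreen streptavidin donor/nickel chelate acceptor beads (10 ug/mL final) read after 30 min dark incubation.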
* hit, by the source's call; i = inactive; ? = inconclusive; . = not tested or not shown; [ ] = another dose, or the depositor's remark. Unless noted, the call rests on the fitted dose curve; in most records, active means well fitted curve in the direction sought with a large enough effect; inconclusive means small, poorly fitted or top-dose-only effect, or another doubt; inactive means no such curve, though single readings can be large; an effect the other way counts as inactive or inconclusive. Unless noted, on the % scale 0 is the no-effect control and ±100 the full control effect; potency means the concentration at half of the fitted maximal effect.

SMILES | TRb SRC2 PPI | TR SRC2 fluor cs | GAA spleen mod | RECQ1 helicase | RGS12 GoLoco inh | GAA glycogen | GAA inhib | L3MBTL1 block
Cc1ccc(C)c(NC(=O)CCC(=O)NNC(=S)Nc2ccccc2)c1 | -3% | -2% | 1% | i | 3% | ? | -1% | -6%
COc1ccccc1-n1cc(CN2CCN(C3CCCC3)C(CCO)C2)cn1 (stereo unspecified) | 6%[53 µM] | -2%[53 µM] | 3% | i | 10% | 2% | 8% | 0%
CN(NC(=O)c1ccc(Cl)cc1)c1nc(-c2ccccc2)nnc1C(F)(F)F | 8% | -3% | -10% | -11% | -9% | 6% | 2% | 12%
CC(C)CC(=O)N[C@H](C(=O)N[C@H](C(=O)N[C@@H](CC(C)C)[C@H](O)CC(=O)N[C@@H](C)C(=O)N[C@@H](CC(C)C)[C@H](O)CC(=O)O)C(C)C)C(C)C | -4%[53 µM] | ? | -6%[29.1 µM] | -3%[25.9 µM] | 8%[21.6 µM] | . | . | .
NC(=O)c1ccsc1NC(=O)CSc1ccccc1F | -15% | -2% | 5% | -2% | 4% | 0% | 6% | .
COc1ccc(O)c(C(c2c(C)[nH][nH]c2=O)c2c(C)[nH][nH]c2=O)c1 | -25% | -4% | -19% | 0% | 2% | ? | 0% | -18%
CCOCCCNC(=S)Nc1ccc(Br)cc1Cl | -9% | -2% | 1% | i | 5% | -2% | . | -9%
Cc1nc(NCC2CCCO2)nc2c1C(=O)CC(C)C2 (stereo unspecified) | 4% | 1% | -15% | i | 2% | -22% | -1% | .
Cc1nc(SCc2ccc(F)cc2)c([N+](=O)[O-])[nH]1 | 5%[53 µM] | -2%[53 µM] | -7% | -1% | 5% | 5% | -1% | 0%
O=C(CSCc1c(Cl)cccc1Cl)NCC1CCCO1 (stereo unspecified) | -22% | -1% | -3% | -3% | -3% | 5% | 2% | 8%
CC1(C)C2CCC(C2)C1(C)NC(=O)CNCc1cccs1 (stereo unspecified) | -4% | -3% | -6% | i | 0% | 5% | -1% | 5%
CCN1CCN(Cc2ccc(NC(=O)c3cc(NC(=O)c4cnnc5ccccc45)cc(OC)c3)cc2C(F)(F)F)CC1 | 2% | -1% | 3% | i | 8% | 3% | . | .
CCOCCCNC(=O)Cn1cc2c(n1)CCCC2 | 0% | -2% | -3% | -6% | -1% | 15% | 4% | -14%
COc1cc(/C=C(\C#N)c2ccccn2)ccc1OCc1ccc(Cl)cc1 | 2% | 1% | 3% | -6% | . | -5% | 0% | -12%
CCN(CC)c1nc(N)nc(NS(=O)(=O)c2ccc(Cl)cc2)n1 | 1% | -4% | 0% | 0% | 7% | -1% | 4% | 3%
S=c1[nH]nc(C2(c3ccccc3)CCCC2)o1 | -2% | -2% | 1% | -3% | 12% | -7% | . | .
O=C(CN1CCN(c2ccc(F)cc2)CC1)N1CCOCC1 | 1% | 2% | 0% | -10% | . | 12% | 0% | -9%
CSc1ccc(Cl)c(C(=O)OCC(=O)NCc2ccco2)c1 | -8% | 0% | 11% | -12% | 5% | 2% | 11% | .
COc1cc(NC(=O)C/C(C)=N/NC(=O)C(OC)c2ccccc2)c(OC)cc1Cl (stereo unspecified) | 0% | -2% | -6% | -13% | 4% | 6% | -9% | 2%
CC1=C(C(=O)OC2CCCCCC2)C(c2ccc(C)o2)C2=C(CCCC2=O)N1 (stereo unspecified) | -22% | -1% | 1% | 0% | -4% | 3% | 0% | -2%
COc1cc(OC)c(C2=NOC(C(=O)N3CCCc4ccccc43)C2)cc1Cl (stereo unspecified) | 0% | 2% | 4% | i | 14% | -11% | ? | .
O=C(c1ccc2nc3ccccc3c(=O)n2c1)N1CCN(Cc2ccc3c(c2)OCO3)CC1 | -4% | 0% | 13% | i | 0% | 8% | ? | 5%
C=C(C(=O)c1ccccc1)C(c1ccccc1)C(C)C(=O)c1ccccc1 (stereo unspecified) | 0% | 2% | -11% | -13% | -7% | 7% | 0% | -3%
CN(Cc1ccccc1)C(=O)COC(=O)c1ccc(S(=O)(=O)N(C)C)cc1 | -1% | -1% | -5% | -3% | 11% | 0% | 5% | 7%
CN(Cc1ccccc1)C(=O)COC(=O)c1ccccc1NS(=O)(=O)c1cccc(N)c1 | -9% | -2% | 2% | i | -11% | -3% | 0% | -10%
CC1=Nc2cc(Cl)ccc2Oc2ccccc21 | 1% | -2% | 0% | 2% | -6% | 2% | -3% | 20%
Cc1cc(C(=O)OCC(=O)Nc2ccc(F)cc2[N+](=O)[O-])c2ccccc2n1 | 0% | -1% | -4% | i | 9% | -5% | 3% | -5%
COc1ccc2c3c([nH]c2c1)C1(NCC3)C(=O)Nc2ccccc21 (stereo unspecified) | -4% | -1% | 4% | 4% | 5% | 1% | 2%[15.4 µM] | .
Cc1ccc(C(=O)N2CCN(Cc3ccc4c(c3)OCO4)CC2)cc1S(=O)(=O)N1CCOCC1 | -4% | -1% | 6% | -12% | 6% | 1% | . | -5%
COC(=O)[C@H](COC(C)(C)C)NC(=O)O[C@@H]1C(=O)c2cc(OC)ccc2O[C@H]1c1cccc(OC)c1 | -7% | -2% | 2% | i | 2% | . | . | .
COc1cc(/C=N/O)cc(Br)c1OCC(=O)NCc1ccccc1 | -4% | 2% | -6% | 3% | -5% | 3% | -7% | 4%
COc1cccc(CNc2ncc(Br)cc2Br)c1O | -9% | -1% | -1% | i | 6% | 25µM* | -5% | 10%
CCCCn1c(NC(=O)c2ccc(Br)o2)c(S(=O)(=O)c2ccccc2)c2nc3ccccc3nc21 | ? | 1% | 6% | 0% | -2% | -20% | 1% | .
Cc1cccc(NC2=NC(C)(C)N=C(N)N2)c1 | -2% | 1% | 5% | -4% | -2% | 18% | 11% | 13%
Cc1cccc(NC(=O)c2cccc(NC(=O)Cc3cccs3)c2)c1 | 8% | 0% | -12% | -10% | 9% | -15% | 13% | 8%
CN(C[C@H](Cc1ccccc1)N(C[C@H](CC1CCCCC1)N(CCc1ccccc1)N=O)N=O)N=O | 3% | 2% | -2% | -12% | 12% | 11% | . | -4%
CSCCC(NC(=O)c1ccccc1C)C(=O)O (stereo unspecified) | 10% | 4% | -9% | -7% | 6% | -4% | 8% | -21%
COc1ccccc1/C=C1\SC(=O)N(CCC(=O)NNC(=O)c2ccccc2Cl)C1=O | 7% | 2% | -3% | -2% | 2% | 1% | 11% | 33%
Cc1cc(=O)oc2cc(OCC(=O)OCC(=O)N3CCC(C)CC3)ccc12 | -1% | -1% | -1% | -5% | 6% | 0% | 8% | .
COc1ccccc1/C=C/C(=O)NC(=S)NCC1CCCO1 (stereo unspecified) | -5% | -1% | 1% | -7% | 5% | -14% | -5% | -9%

Gathered by group, the compounds so far containing fluorine
SMILES | TRb SRC2 PPI | TR SRC2 fluor cs | GAA spleen mod | RECQ1 helicase | RGS12 GoLoco inh | GAA glycogen | GAA inhib | L3MBTL1 block
CN(NC(=O)c1ccc(Cl)cc1)c1nc(-c2ccccc2)nnc1C(F)(F)F | 8% | -3% | -10% | -11% | -9% | 6% | 2% | 12%
NC(=O)c1ccsc1NC(=O)CSc1ccccc1F | -15% | -2% | 5% | -2% | 4% | 0% | 6% | .
Cc1nc(SCc2ccc(F)cc2)c([N+](=O)[O-])[nH]1 | 5%[53 µM] | -2%[53 µM] | -7% | -1% | 5% | 5% | -1% | 0%
CCN1CCN(Cc2ccc(NC(=O)c3cc(NC(=O)c4cnnc5ccccc45)cc(OC)c3)cc2C(F)(F)F)CC1 | 2% | -1% | 3% | i | 8% | 3% | . | .
O=C(CN1CCN(c2ccc(F)cc2)CC1)N1CCOCC1 | 1% | 2% | 0% | -10% | . | 12% | 0% | -9%
Cc1cc(C(=O)OCC(=O)Nc2ccc(F)cc2[N+](=O)[O-])c2ccccc2n1 | 0% | -1% | -4% | i | 9% | -5% | 3% | -5%

Next entries follow:
SMILES | TRb SRC2 PPI | TR SRC2 fluor cs | GAA spleen mod | RECQ1 helicase | RGS12 GoLoco inh | GAA glycogen | GAA inhib | L3MBTL1 block
Oc1c(N=NC(=S)Nc2ccccc2F)c2ccccc2n1Cc1ccccc1 | 0% | 0% | -9% | -5% | 3% | -2% | ? | .
CC(=O)c1c(C)[nH]c(C(=O)NCc2ccccc2)c1C | -1% | 1% | -7% | -7% | . | 6% | -3% | -13%
CC1=C(C(=O)OC2CCCC2)C(c2coc3ccccc3c2=O)C2=C(CC(C)(C)CC2=O)N1 (stereo unspecified) | -5% | -1% | 12% | -5% | -10% | -11% | -14%[15.4 µM] | -20%
O=C(CSc1ccsc1[N+](=O)[O-])Nc1cc(F)ccc1F | -9% | 0% | 0% | -4% | 32%[activator] | 11% | 3% | 40µM*

Source: PubChem BioAssay

Not all compounds are listed; the hit share may differ from the screen's.
